# PLK1 inh: PLK1 (human) kinase inhibition | actives 0.53% (n = 97,000) | recombinant PLK1 kinase, TR-FRET peptide phosphorylation | inhibition, % at 10 µM | AID 619 | P53350;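 active = inhibition of 50% or more in the single-concentration screen; inactive = inhibition below 50%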;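 also: 0% = DMSO max control and 100% = H-89 dihydrochloride min control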
# Plk1 PBD FP: blocks phosphopeptide binding to human Plk1 polo box domain; P53350; Plk1 PBD phosphopeptide binding, fluorescence polarization; inhibition, %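 (tested at about 20 µM)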; actives 0.13% (n = 97,000); AID 693; in the data active = inhibition above about 34%, passing the limit was not always enough
# CYP2C9 inhib: inhibitors of human CYP2C9 | inhibition, % at 5 µM | P11712 | CYP2C9 Supersomes, luciferin-H conversion, luminescence | actives 20% (n = 96,000);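 active = blocking of liver enzyme CYP2C9 beyond about 50% at 5 µM, limit read from the data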; also: values of inactives mirror those of a sister screen read the other way
# EphB4 antag: EphB4-ephrin-B2 interaction antagonism; EphB4 LBD / TNYL-RAW-Alexa532 peptide, fluorescence polarization; inhibition, % at 7 µM; actives 0.15% (n = 97,000); AID 720;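 active = inhibition above the screen-wide mean inhibition plus 3 SD, cut at about 15% in these data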;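 also: 0% = DMSO wells and 100% = excess unlabeled TNYL-RAW peptide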
# Target sequence (P54760 whole entry, looked up, the tested form may be a part): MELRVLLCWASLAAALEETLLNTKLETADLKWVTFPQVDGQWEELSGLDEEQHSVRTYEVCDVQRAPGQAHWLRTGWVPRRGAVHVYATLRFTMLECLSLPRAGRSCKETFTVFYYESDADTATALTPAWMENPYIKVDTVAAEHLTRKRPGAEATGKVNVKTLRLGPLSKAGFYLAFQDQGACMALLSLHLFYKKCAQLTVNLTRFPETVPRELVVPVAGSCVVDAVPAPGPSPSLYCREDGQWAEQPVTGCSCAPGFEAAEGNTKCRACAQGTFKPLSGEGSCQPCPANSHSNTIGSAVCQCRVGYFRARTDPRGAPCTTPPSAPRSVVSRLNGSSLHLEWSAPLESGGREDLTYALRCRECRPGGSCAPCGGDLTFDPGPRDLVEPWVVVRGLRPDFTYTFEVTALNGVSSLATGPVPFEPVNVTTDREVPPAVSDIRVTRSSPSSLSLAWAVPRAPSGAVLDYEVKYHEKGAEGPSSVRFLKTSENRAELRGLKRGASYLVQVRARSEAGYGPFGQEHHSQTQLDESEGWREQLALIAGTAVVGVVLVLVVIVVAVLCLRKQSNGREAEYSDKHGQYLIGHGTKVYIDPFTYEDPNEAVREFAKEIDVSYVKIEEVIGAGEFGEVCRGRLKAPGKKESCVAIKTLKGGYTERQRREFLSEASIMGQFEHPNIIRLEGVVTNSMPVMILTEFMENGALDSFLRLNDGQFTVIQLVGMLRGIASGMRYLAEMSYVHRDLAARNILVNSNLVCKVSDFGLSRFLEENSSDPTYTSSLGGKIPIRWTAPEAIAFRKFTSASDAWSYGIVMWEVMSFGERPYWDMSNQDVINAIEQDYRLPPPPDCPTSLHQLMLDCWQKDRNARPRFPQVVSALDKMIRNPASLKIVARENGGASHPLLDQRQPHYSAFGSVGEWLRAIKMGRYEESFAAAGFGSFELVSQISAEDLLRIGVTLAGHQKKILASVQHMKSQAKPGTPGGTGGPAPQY
# Calb biofilm kill: kills Candida albicans biofilms; inhibition, % at 6 µM; actives 0.14% (n = 85,000); C. albicans biofilm + clotrimazole, Alamar Blue;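 active = inhibition above 20%; inactive = inhibition below 20%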;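 also: preformed 24 hr biofilms exposed to compound for 48 hr; 0% = biofilm without compound and 100% = blank killed by clotrimazole plus chlorhexidine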
# LYP act: increases human PTPN22 phosphatase activity | actives 0.11% (n = 96,000) | recombinant LYP, DiFMUP fluorescence; 0 = plate median, 100 = signal doubled | Q9Y2R2 | activation, % at 2 µM;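 active = activation at 2 µM above a set limit, the mean plus 5 SD, cut at about 37% in these data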
# CYP2C9 act: CYP2C9 (human) activation | activation factor at 5 µM | AID 1024 | actives 1.4% (n = 96,000) | P11712 | recombinant CYP2C9, luciferin-H conversion, luminescence; active compounds read high; factor 1 = untreated enzyme, 0 = blocked;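 active = activation factor of 2 or more for CYP2C9 at a 5 µM dose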;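 also: 0 = sulfaphenazole-blocked wells and 1 = vehicle-only wells; values of inactives mirror those of a sister screen read the other way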
# HIV Rev-RRE inh: disrupts HIV-1 Rev binding to RRE RNA | AID 704 | P05866 | inhibition, % at 8 µM | actives 0.79% (n = 97,000) | Rev peptide-RRE RNA binding, FRET;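 active = inhibition above the screen-wide mean plus 3 SD, cut at about 35% in these data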;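 also: 0% = median DMSO wells and 100% = median Neomycin B control wells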
# Target sequence (P05866 whole entry, looked up): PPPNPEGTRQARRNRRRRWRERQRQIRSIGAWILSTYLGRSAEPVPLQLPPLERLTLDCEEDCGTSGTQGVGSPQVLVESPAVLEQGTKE
#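 Assay system: Rev peptide and RRE RNA, both fluorescently labelled; times: 5 min preincubation and 15 min binding, 25 °C; detection: FRET, ex 480 nm, em 540 and 671 nm; read-out basis: % inhibition from 671/540 nm acceptor-to-donor ratio, scaled between controls; benchmarks: DMSO low control, neomycin B high control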
# PTPN22 inh 2: blocks human PTPN22 phosphatase activity; Q9Y2R2; actives 0.21% (n = 96,000); AID 640; recombinant LYP catalytic domain, DiFMUP fluorescence; inhibition, % at 2 µM;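 active = inhibition at 2 µM at or above a set limit, the screen mean plus 3 SD, cut at about 24% in these data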;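 also: 0% = DMSO with enzyme and 100% = enzyme fully blocked by orthovanadate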
# An asterisk follows results filed as active; . = not tested or not shown; [ ] = remark or other dose.
SMILES,PLK1 inh,Plk1 PBD FP,CYP2C9 inhib,EphB4 antag,Calb biofilm kill,LYP act,CYP2C9 act,HIV Rev-RRE inh,PTPN22 inh 2
Cc1ccc(N2CCN(S(=O)(=O)N(C)C)CC2)cc1Cl,-12,28,11,-5,10,-10,0.9,8,9
COc1ccccc1OCC(=O)NCCc1nc2ccccc2[nH]1,-13,-6,46,2,-3,-5,0.5,8,4
O=C(O)c1ccccc1N/N=C\c1ccnc2ccccc12,46,3,4,-6,.,7,1,-1,-4
CCCn1nnnc1SCC(=O)NCc1ccccc1,-4,-6,2,3,5,13,1,10,-14
COc1cc(/C=N/NC(=O)c2ccoc2C)cc(OC)c1OC,-4,-6,.,2,.,7,.,-3,-4
CC(CC1C(C#N)=C(N)SC(N)=C1C#N)c1ccccc1 (stereo not drawn),-9,-3,98*,-6,5,-2,0,32,1
O=C(Cc1nc(-c2ccc([N+](=O)[O-])cc2)cs1)Nc1ccccc1,-6,20,62*,6,.,-5,0.4,4,9
C/C(Cl)=C/Cn1c(=O)c2c(nc(Br)n2Cc2ccccc2)n(C)c1=O,-6,-18,14,3,9,-10,0.9,12,8
CCOC(=O)c1sc(N)c(C#N)c1CSc1nnc(C2CC2)n1N,-7,-11,74*,-2,.,8,0.3,11,-10
c1cncc(Nc2nc(-c3cccs3)cs2)c1,-3,5,41,2,6,2,0.6,1,-6
CC(=O)c1cnn(-c2cc(Oc3ccccc3C)ncn2)c1C,-18,-19,42,0,.,10,0.6,8,-15
Nn1c(Nc2ccccc2)nc2ccccc21,-10,18,7,-5,.,10,0.9,5,-10
CN(C)c1ccc(NC(=O)Cn2ncn3c(cc4ccccc43)c2=O)cc1,-10,-17,35,-4,6,4,0.7,-1,-7
Cc1cccc(NS(=O)(=O)c2c(C)n[nH]c2C)c1,-6,0,79*,-2,.,-1,0.2,1,-1
CCCCn1nnnc1SCC(=O)N1CCN(C(=O)c2ccco2)CC1,-10,-10,0,-1,.,16,1,0,-13
CC(=O)c1nn(-c2ccc(Br)cc2)cc1C(=O)c1ccco1,-9,-4,.,-6,6,9,.,11,-13
CC(C)N=C(NC#N)SCc1ccccc1F,-16,11,49,-4,8,12,0.5,7,-13
COc1ccc(NC(C)=O)cc1NC(=O)CN1CCN(CC(=O)Nc2ccccc2Cl)CC1,11,1,23,-6,7,-9,0.8,6,10
COc1cccc(-c2cc(C(F)(F)F)n3ncc(C(=O)O)c3n2)c1,-6,8,-2,8,9,-8,1,9,11
N#CC(c1ccc(Cl)cc1)c1ncc(C(F)(F)F)cc1Cl (stereo not drawn),-7,14,36,-5,.,10,0.6,8,-6
CCc1c(O)cc2n(c1=O)-c1ccccc1C2(C)C,-7,3,.,8,5,2,.,10,-6
COc1cc2cc(C(c3nnnn3C3CCCC3)N3CCCCC3)c(=O)[nH]c2cc1OC (stereo not drawn),-11,-8,38,4,6,-7,0.6,10,5
Clc1ccc2[nH]c3c(NCC4CCCO4)ncnc3c2c1 (stereo not drawn),4,-11,81*,7,0,-12,0.2,8,11
COc1ccccc1C(=O)N1C(CC(=O)Nc2cc(Cl)ccc2C)C(=O)NC2CCCCC21 (stereo not drawn),0,0,26,2,-3,-10,0.7,13,14
C/C(=N\O)C(=O)C(CN1CCCCC1)CN1CCCCC1,-11,-9,-28,1,12,16,1.3,3,-13
c1ccc2sc(NC3=NCN(C4CCCCC4)CN3)nc2c1,-3,-9,-9,10,1,1,1.1,7,2
C=CCn1c(SCc2ccccc2C#N)nnc1-c1cc(Br)ccc1O,3,-6,78*,2,7,-1,0.2,8,5
COc1cc2c(cc1NC(=O)c1cccnc1)oc1ccccc12,-6,3,-19,5,-2,-10,1.2,6,9
CCn1c(Cc2c(C)[nH]c3ccccc23)nnc1SCC(N)=O,-14,-5,2,-7,6,-4,1,4,5
Cn1c(C(=O)OCC(=O)NCc2cccs2)cc2sccc21,-8,-23,66*,-7,5,7,0.3,5,-6
CS(=O)(=O)c1ccccc1-c1nc(-c2ccc(C(F)(F)F)cc2)no1,-1,-1,-208,-1,.,7,3.1*,10,-2
COc1ccc(-c2nc(CN3CCC(C(=O)N4CCc5ccccc54)CC3)c(C)o2)cc1OC,61*,-10,30,1,4,.,0.7,13,.
Cc1nn(C)cc1/C=C1\CCC/C(=C\c2cn(C)nc2C)C1=O,-12,-19,-46,2,.,2,1.5,5,-3
CCOC(=O)CSC1=C(C#N)C(c2ccccc2Cl)C(C(=O)OC)C(=O)N1 (stereo not drawn),-5,3,65*,2,-2,-3,0.4,6,3
O=C(C(Cc1ccc(Cl)cc1)NS(=O)(=O)c1ccccc1)N1CC[C@@]2(O)CCCC[C@H]2C1 (stereo partly drawn),2,-3,88*,-3,6,2,0.1,4,1
O=C(c1cc(-c2cccs2)nc2ccccc12)N1CCN(S(=O)(=O)c2ccccc2)CC1,-8,23,94*,4,-2,9,0.1,13,-6
CNC(=S)NC1CC2CCCC(C1)N2Cc1ccco1 (stereo not drawn),0,23,-4,0,.,-4,1,6,8
CC1(C(=O)NC2CCCC2)CCC(=O)N1Cc1ccc2c(c1)OCO2 (stereo not drawn),2,-10,40,12,1,14,0.6,7,-17
COc1cccc(OCC(=O)NN=C2c3ccccc3-c3ccccc32)c1,-7,5,-67,-4,.,-11,1.7,-1,14
CC(C)NC1=C(Cl)C(=O)c2ccccc2C1=O,13,28,35,-6,0,1,0.7,-5,-2
O=C(NCc1ccc2c(c1)OCO2)C1CCCN1C(=O)Nc1ccc(F)cc1 (stereo not drawn),-4,-2,-6,-3,5,12,1.1,3,-15
O=C1C2C3C=CC(CC3)C2C(=O)N1/N=C/c1ccccc1O (stereo not drawn),-8,-26,40,-14,.,5,0.6,-1,0
CC1=C(C(=O)OCc2ccc3c(c2)OCO3)C(c2ccc(Cl)cc2)NC(=O)N1 (stereo not drawn),-6,-11,42,-1,0,-12,0.6,5,10
COc1cc2c(cc1OC)C(c1ccc(-c3ccc(Cl)c(Cl)c3)o1)=NCC2,-35,-3,95*,2,-3,-3,0.1,24,4
CCOc1ccccc1N(C(=O)CNS(=O)(=O)c1ccccc1)C(CC)C(=O)NCc1ccco1 (stereo not drawn),-9,20,16,-4,8,8,0.8,0,-6

# The list goes on, overlapping the part above by four compounds.
SMILES,PLK1 inh,Plk1 PBD FP,CYP2C9 inhib,EphB4 antag,Calb biofilm kill,LYP act,CYP2C9 act,HIV Rev-RRE inh,PTPN22 inh 2
O=C1C2C3C=CC(CC3)C2C(=O)N1/N=C/c1ccccc1O (stereo not drawn),-8,-26,40,-14,.,5,0.6,-1,0
CC1=C(C(=O)OCc2ccc3c(c2)OCO3)C(c2ccc(Cl)cc2)NC(=O)N1 (stereo not drawn),-6,-11,42,-1,0,-12,0.6,5,10
COc1cc2c(cc1OC)C(c1ccc(-c3ccc(Cl)c(Cl)c3)o1)=NCC2,-35,-3,95*,2,-3,-3,0.1,24,4
CCOc1ccccc1N(C(=O)CNS(=O)(=O)c1ccccc1)C(CC)C(=O)NCc1ccco1 (stereo not drawn),-9,20,16,-4,8,8,0.8,0,-6
N#CCCNc1ccc(OCCC#N)cc1,-12,17,39,4,2,10,0.6,2,-13
CCCN(CCO)CCCc1ccccc1,2,-19,37,-11,2,-3,0.6,-1,3
CCCOc1ccc(CCc2n[nH]c(=S)n2Cc2ccccc2)cc1,-9,-5,17,1,.,-15,0.8,0,19
CN(C)c1ccc(C(=O)Nc2ccc(S(=O)(=O)NC3=NCCCCC3)cc2)cc1,-6,12,9,-7,5,4,0.9,4,-7
O=C(COc1ccccc1O)N1CCN(C(=O)c2ccco2)CC1,-3,-18,-4,-5,0,9,1,2,-9
O=C(c1ccco1)N1CCC(c2ccccc2)C1 (stereo not drawn),-5,6,51*,-11,.,12,0.5,1,-14
O=C(Nc1ccccn1)N1CCOCC1,-8,12,.,12,3,-6,.,10,9
O=C(Nc1cnccn1)c1cccnc1,-5,-15,-1,8,.,0,1,12,0
CCOC(=O)c1c(-c2ccc(F)cc2)cn2ccccc12,-2,-13,5,8,.,-5,1,5,7
O=C(COc1ccc(F)c(Cl)c1)c1ccc[nH]1,-6,-7,12,-3,3,9,0.9,1,-10
c1cc2c(cc1C1=Nn3c(nnc3C3CCCCC3)SC1)OCO2,7,-8,37,3,2,8,0.6,5,-4
Cc1cc(C)c2[nH]c(=O)c(=O)[nH]c2c1,-3,-10,.,-3,7,-5,.,-5,7
CC1(C(=O)O)Cc2ccccc2C(=O)O1 (stereo not drawn),1,11,-3,-6,4,3,1,3,-2
Cc1ccc(NC(=O)c2cccs2)cc1,-7,0,12,7,3,10,0.9,8,-10
O=C(O)c1ccccc1SCc1ccc2c(c1)OCO2,-9,-8,8,2,2,2,0.9,4,-3
CC(=O)NNc1cc(=O)c2c(=O)n(C)c(=O)n(C)c2[nH]1,-13,-15,6,2,.,-1,0.9,2,4
COc1ccc(OC)c(-c2cc(C(=O)Nc3cc(C)n(Cc4ccc(Cl)cc4)n3)no2)c1,-11,15,-42,-1,-2,-8,1.4,6,6
COc1ccc(CCn2nnc(-c3ccc(NC(C)=O)c(Cl)c3)n2)cc1,-13,5,.,-6,8,5,.,5,-2
CC(=O)c1c(N2CCN(C(=O)c3ccco3)CC2)nc(=S)n(-c2ccccc2)c1C,-2,-1,-8,2,5,13,1.1,5,-12
Cc1ccc2c(C(=O)CN3CCSCC3)c(C)[nH]c2c1,-7,10,7,-5,4,-13,0.9,-1,11
Cc1cc(N2C(=O)C(O)=C(C(=O)c3ccco3)C2c2ccc(O)cc2)no1 (stereo not drawn),-14,-6,24,-2,-1,2,0.8,6,2
O=C(NCc1ccco1)c1nc2ncccn2n1,-10,5,-10,2,5,-1,1.1,9,-2
CC1CCCC(C)N1CC(C)(C)NS(=O)(=O)c1ccc(Cl)cc1 (stereo not drawn),-10,3,17,-5,.,-2,0.8,-6,2
Nc1nc(CSc2nc3ccccc3s2)nc(N2CCCCC2)n1,-7,-24,24,0,-5,6,0.8,6,-8
O=C1CN(C(=O)COC(=O)COc2ccc3c(c2)CCC3)c2ccccc2N1,2,-27,1,6,5,-10,1,7,9
O=C(O)C1CCN(Cc2cnn(-c3ccccc3)c2-n2cccc2)CC1,-6,2,.,4,5,19,.,3,-22
CC(C)c1ccc(OCc2ccc(C(=O)N3CCN(c4ccccn4)CC3)cc2)cc1,-4,-8,43,3,5,-2,0.6,0,2
CCN(CC)c1ncnc2sc3c(c12)CCC3,-9,-23,13,5,-1,6,0.9,0,-2
C=CCn1c(SCC(=O)NC(C)(C)C)nnc1-c1ccccc1O,-11,7,11,-1,2,-3,0.9,-4,3
CCn1c(CSCc2ccc(C)cc2)nnc1SCC(=O)NCc1ccccc1,-13,-13,54*,3,.,0,0.5,8,2
Brc1ccc(C2=CC(c3ccco3)n3ncnc3N2)cc1 (stereo not drawn),-5,-39,3,7,1,-7,1,124*[fluorescence artefact?],6
COC(=O)c1c(C)nn(-c2ccccc2)c1-n1cccc1,-9,15,4,3,2,-2,1,2,2
COc1cc(Cc2nc3ccc(S(=O)(=O)N4CCOCC4)cc3[nH]2)cc(OC)c1OC,-12,-8,7,2,.,-5,0.9,6,6
O=C(OCc1ccc2c(c1)OCO2)c1cccc(S(=O)(=O)N2CCCCC2)c1,2,-9,99*,-3,7,-4,0,8,6
Cc1cccc(NC(=O)c2sccc2-n2cccc2)c1C,-14,4,22,-2,16,11,0.8,0,-14

# CYP2C9 act, hit marks shown above.
mol,PLK1 inh,Plk1 PBD FP,CYP2C9 inhib,EphB4 antag,LYP act,CYP2C9 act,HIV Rev-RRE inh,PTPN22 inh 2
CS(=O)(=O)c1ccccc1-c1nc(-c2ccc(C(F)(F)F)cc2)no1,-1,-1,-208,-1,7,3.1*,10,-2

# Assay outcomes: PubChem BioAssay, several laboratories
